Screening data as filed in PubChem.
pPAFAH FP inh – inhibitors of human plasma PAF acetylhydrolase (pPAFAH) | Q13093 | recombinant pPAFAH, FP-rhodamine probe fluorescence polarization | inhibition, % at 3.39 µM | 330,000 compounds, 1.5% hits;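 active = inhibition above the mean inhibition across the screen plus 3 SD, cut at about 25% in these data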;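 also: inhibitors block binding of the rhodamine activity-based probe so polarization drops; 0% = enzyme with DMSO and 100% = wells lacking pPAFAH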
PME-1 primary – blocks human protein phosphatase methylesterase 1; Q9Y570; recombinant PME-1, FP-Rh probe fluorescence polarization; AID 2130; inhibition, % at 5.9 µM; 320,000 compounds, 0.53% hits;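 active = inhibition above the campaign mean of all compounds plus 3 SD, cut at about 26% in these data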;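 also: competitive labeling of PME-1 active site by serine hydrolase directed probe; 0% = PME-1 with DMSO and 100% = wells lacking PME-1 enzyme; inhibitors block probe labeling so polarization falls and inhibition rises; many of its hits are not listed in these tables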
Target sequence (Q9Y570 whole entry, looked up): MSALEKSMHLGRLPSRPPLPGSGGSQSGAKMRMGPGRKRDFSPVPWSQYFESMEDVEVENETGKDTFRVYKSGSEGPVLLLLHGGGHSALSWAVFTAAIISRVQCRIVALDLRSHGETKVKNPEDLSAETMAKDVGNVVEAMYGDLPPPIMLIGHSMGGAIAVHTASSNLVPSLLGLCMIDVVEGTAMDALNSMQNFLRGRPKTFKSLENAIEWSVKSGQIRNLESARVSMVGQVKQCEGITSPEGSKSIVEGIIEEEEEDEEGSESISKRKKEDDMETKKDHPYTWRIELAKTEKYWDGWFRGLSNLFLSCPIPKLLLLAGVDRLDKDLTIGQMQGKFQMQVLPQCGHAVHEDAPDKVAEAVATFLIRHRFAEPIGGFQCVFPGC
GSTO1 counter – counter-screen for RBBP9 inhibitors: inhibitors of human GSTO1 | recombinant GSTO1, activity-based probe fluorescence polarization | inhibition, % at 5.96 µM | 300,000 compounds, 1.1% hits | AID 1974;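 active = inhibition above the campaign mean inhibition plus 3 SD, cut at about 35% in these data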;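 also: 0% = GSTO1-1 with DMSO and 100% = wells lacking GSTO1-1 enzyme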
PREPL inhibitor – human PREPL enzyme inhibition | Q4J6C6 | recombinant PREPL, fluorescence polarization activity-based probe | inhibition, % at 5.96 µM | 320,000 compounds, 0.68% hits | AID 2751; in the data active = inhibition above about 43%;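 also: 0% = enzyme with DMSO and 100% = wells lacking enzyme; many of its hits are not listed in these tables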
PAFAH1B3 FP inh – blocks human PAF acetylhydrolase 1B catalytic subunit 3. Q15102. recombinant PAFAH1B3, FP-rhodamine probe, fluorescence polarization. inhibition, % at 3.39 µM. 340,000 compounds, 0.28% hits;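 active = inhibition above the screen-wide average of all tested compounds plus 3 SD, cut at about 25% in these data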;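 also: 0% = enzyme with DMSO only and 100% = wells lacking PAFAH1B3 protein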
PAD4 FP inh – PAD4 (human) enzyme inhibition. Q9UM07. recombinant PAD4, RCA probe fluorescence polarization. inhibition, % at 6.36 µM. 330,000 compounds, 0.41% hits;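 active = percent inhibition above a cutoff equal to the mean of all tested compounds plus 3 SD, cut at about 15% in these data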;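 also: 0% = PAD4 with RCA probe and DMSO and 100% = probe without PAD4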
Target sequence (Q9UM07 whole entry, looked up): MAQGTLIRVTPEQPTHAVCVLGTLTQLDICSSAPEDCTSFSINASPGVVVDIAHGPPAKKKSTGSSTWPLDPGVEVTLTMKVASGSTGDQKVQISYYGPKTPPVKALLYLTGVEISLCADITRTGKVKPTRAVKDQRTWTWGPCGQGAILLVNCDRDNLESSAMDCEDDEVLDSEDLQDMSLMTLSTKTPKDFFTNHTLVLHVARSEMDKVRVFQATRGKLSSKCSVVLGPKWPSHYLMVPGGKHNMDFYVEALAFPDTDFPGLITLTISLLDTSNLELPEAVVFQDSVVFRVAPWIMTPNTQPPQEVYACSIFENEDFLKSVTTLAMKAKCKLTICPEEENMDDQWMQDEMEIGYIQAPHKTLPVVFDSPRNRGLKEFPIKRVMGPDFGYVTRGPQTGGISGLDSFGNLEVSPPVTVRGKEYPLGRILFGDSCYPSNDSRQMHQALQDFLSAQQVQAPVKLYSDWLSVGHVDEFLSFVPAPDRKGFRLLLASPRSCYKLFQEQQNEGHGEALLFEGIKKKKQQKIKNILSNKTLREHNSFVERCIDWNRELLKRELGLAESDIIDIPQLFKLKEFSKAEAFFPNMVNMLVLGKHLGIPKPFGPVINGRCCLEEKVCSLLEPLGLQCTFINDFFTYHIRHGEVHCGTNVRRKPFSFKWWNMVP
PAFAH1B2 FP inh – blocks human PAF acetylhydrolase 1b catalytic subunit 2; P68402; recombinant PAFAH1B2, FP-rhodamine activity probe, fluorescence polarization; inhibition, % at 3.39 µM; 340,000 compounds, 1.2% hits;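 active = inhibition above the mean of all tested compounds plus 3 SD, cut at about 24% in these data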;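 also: 0% = enzyme with DMSO and 100% = wells lacking PAFAH1B2; many of its hits are not listed in these tables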
LYPLA2 counter – blocks human lysophospholipase 2, a PME1 counter-screen | inhibition, % at 5.9 µM | O95372 | AID 2177 | recombinant LYPLA2, FP-Rh probe fluorescence polarization | 320,000 compounds, 0.38% hits;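 active = inhibition above the screen-wide mean plus 3 SD, limit set per campaign, cut at about 26% in these data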;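 also: 0% = LYPLA2 with DMSO and 100% = wells lacking LYPLA2 enzyme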
LYPLA1 inh – blocks human lysophospholipase 1, a PME1 counter-screen; O75608; recombinant LYPLA1, FP-Rh probe fluorescence polarization; inhibition, % at 5.9 µM; 320,000 compounds, 0.16% hits; AID 2174;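 active = inhibition above the mean of all tested compounds plus 3 SD, set per campaign, cut at about 14% in these data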;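 also: inhibitors block serine hydrolase probe labeling of LYPLA1 so polarization falls; 0% = enzyme with DMSO and 100% = wells lacking LYPLA1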
Active calls of the source: *; nt = not tested or not shown. An excerpt. The share of hits here may be higher or lower than overall.

SMILES	pPAFAH FP inh	PME-1 primary	GSTO1 counter	PREPL inhibitor	PAFAH1B3 FP inh	PAD4 FP inh	PAFAH1B2 FP inh	LYPLA2 counter	LYPLA1 inh
CC(C)c1onc(C(=O)N2C(C)CCCC2C)c1[N+](=O)[O-] (centres undefined)	8.3	-0.3	-1.3	0.8	-2.0	0.8	5.8	7.0	2.5
COc1ccc(CCNC(=O)CSCc2ccc(F)cc2)cc1OC	3.5	-1.5	4.2	-0.5	8.8	1.9	1.5	-3.5	-0.3
COc1ccc(C(c2c(C)n(C)n(-c3ccccc3)c2=O)c2c(C)n(C)n(-c3ccccc3)c2=O)cc1OC	9.6	2.0	-7.0	5.2	7.4	-4.6	-0.7	-2.5	-2.0
Cn1c(=S)[nH]c2sc3c(c2c1=O)CCC(C(C)(C)C)C3 (centres undefined)	0.2	-0.6	-1.9	6.5	1.8	2.0	43.5*	-2.7	0.6
COCc1nc2ccccc2n1Cc1ccccc1Br	4.0	1.8	0.0	-4.5	8.0	-0.4	3.0	5.0	1.1
COc1ccc(C(=O)NC2CCSC2=O)cc1 (centres undefined)	5.5	5.4	-3.0	-2.2	13.0	3.8	-1.0	2.2	-0.7
O=C(COc1ccccc1[N+](=O)[O-])N/N=C/c1ccc(O)cc1	-0.7	-0.7	3.7	3.4	2.8	2.2	-1.3	2.0	-6.8
CC(Sc1nnc2ccccn12)C(=O)Nc1ccc(Cl)cn1 (centres undefined)	-7.3	-5.5	-6.3	10.8	-4.2	-0.7	2.1	-5.1	-2.4
CCOC(=O)[C@@H]1[C@H]2COc3ccccc3[C@H]2N2C(=O)N(c3cccc(C)c3)C(=O)[C@]12C	-4.8	nt	nt	-78.1	2.0	-2.2	5.2	nt	nt
CN1CCc2c(sc3c2C(=O)NC(c2cccc(OC(=O)c4cccs4)c2)N3)C1 (centres undefined)	0.9	-8.3	1.5	51.5*	5.6	-11.9	2.1	-5.7	-4.0
CCOC(=O)N1CCC2(CC1)NCCc1c2[nH]c2ccccc12	5.6	-0.8	1.5	14.7	10.2	-2.0	-2.7	6.0	1.5
CCN(CC(=O)NCc1ccc(F)cc1)CC(=O)Nc1cc(S(=O)(=O)N(C)C)ccc1C	28.7*	7.8	nt	4.9	-2.4	5.2	-2.7	-1.5	-1.4
O=C(CNc1ccc(Br)cc1)c1ccc(O)cc1	5.7	2.1	-5.0	-1.6	12.5	-5.5	6.0	1.7	-4.2
CCOC(=O)c1sc2c(c1C)C(c1cccs1)C1=C(CCCC1=O)N2 (centres undefined)	4.1	11.3	2.2	14.9	6.1	-7.7	4.0	14.2	3.0
CC(=O)c1ccc(NC(=S)NC2CCCC(C)C2C)cc1 (centres undefined)	33.8*	7.5	-5.7	0.4	3.3	0.9	7.9	-1.2	-5.1
C#Cc1ccc([C@@H]2C=C(C(=O)N3CCOCC3)O[C@H](OCCCCO)C2)cc1	10.4	3.3	16.9	17.2	6.8	-4.6	-1.8	4.5	3.3
CCn1nnc(NC(=O)c2cc3ccccc3o2)n1	6.0	0.6	5.6	2.4	5.9	-5.5	2.9	5.1	2.0
CCn1c(SCC(=O)N2CC(=O)Nc3ccccc32)nnc1-c1ccoc1C	7.0	2.8	1.1	-24.4	-1.4	-3.6	-2.1	7.5	1.6
O=C(OCC(=O)N1CCOCC1)c1ccccc1OCc1ccc(Cl)cc1	3.2	nt	nt	27.0	8.0	-0.2	-0.5	nt	nt
CN1C(=O)/C(=N/OC(=O)c2ccccc2)c2ccccc21	-1.8	-24.5	-1.1	-9.3	-1.9	1.7	-5.9	-6.6	-2.8
CCCOC(=O)c1ccc(NC(=O)c2ccccc2[N+](=O)[O-])cc1	9.8	-5.2	-3.3	8.0	5.3	1.5	-3.1	13.6	2.7
Clc1ccccc1-c1nc2ccccc2[nH]1	7.4	-1.8	10.3	10.7	-1.2	3.8	3.4	2.7	-1.0
C=CCOc1ccc(NC(=O)C(=O)NCCCn2ccnc2)cc1	1.9	3.9	-1.0	1.0	4.1	0.6	3.7	1.2	2.7
Cc1ccc(-n2ncc(C#N)c2/N=C/N2CCCCCC2)cc1	5.2	0.6	3.8	-6.1	3.2	4.7	1.6	-1.3	-3.2
CN1CCN(C(=O)c2sc(=S)n(-c3ccccc3)c2N)CC1	5.7	-8.7	0.0	8.1	-3.1	4.8	0.4	0.8	-4.1

Further structures
SMILES	pPAFAH FP inh	PME-1 primary	GSTO1 counter	PREPL inhibitor	PAFAH1B3 FP inh	PAD4 FP inh	PAFAH1B2 FP inh	LYPLA2 counter	LYPLA1 inh
COc1ccc(S(=O)(=O)NNC(=O)c2csc(-n3nc(C)cc3C(F)(F)F)n2)cc1OC	7.7	-0.6	-3.7	1.9	1.9	1.1	0.6	-2.3	-1.6
O=C(CN1CCN(S(=O)(=O)N2CCOCC2)CC1)Nc1cc(Cl)ccc1Cl	2.6	-2.4	-0.7	6.7	-1.5	3.4	5.0	1.1	-0.6
O=C(c1ccco1)N(Cc1ccc(Cl)cc1)Cc1ccco1	9.6	-2.9	-5.7	-6.0	3.3	-5.1	8.0	3.7	-2.7
CCOC(=O)CC(=O)CSc1ncnc2c1nnn2-c1ccc(F)cc1	4.6	-0.6	-5.0	7.2	-7.6	-10.9	0.2	0.1	-2.9
CCOC(=O)c1ccc(N2CCOCC2)c(NC(=O)c2nccnc2C(=O)O)c1	-3.1	1.4	2.7	4.9	16.1	-3.0	1.7	7.8	3.9
CC1=CC(=C(C#N)C#N)C=C(C)N1CCN1CCNCC1	-3.3	1.8	-3.7	14.2	2.7	-0.8	3.4	-0.9	4.2
CCN(CC)CCNC(=O)c1ccc(NC(=O)c2cccc(S(=O)(=O)N3c4ccccc4CC3C)c2)cc1 (centres undefined)	-1.7	-4.4	3.1	-16.3	4.8	-1.6	4.0	-4.4	-6.9
O=C(COC(=O)CN1C(=O)c2ccccc2C1=O)Nc1ccccc1	5.0	nt	nt	5.3	11.1	-0.8	4.7	nt	nt
Cc1c(C#N)c2ccccc2n1CC(=O)NCc1cccnc1	-3.5	-0.8	0.4	-4.7	1.8	-3.2	5.3	4.8	1.8
COc1ccccc1OCCN1CSC(=S)N(C)C1	-0.6	3.3	2.2	0.0	3.9	3.2	0.3	11.5	0.9
CC1C(=O)N2CCCc3cc(S(=O)(=O)N(C)c4ccccc4)cc1c32 (centres undefined)	2.8	-0.1	-2.3	8.3	-0.1	-4.2	9.0	12.2	2.9
COc1ccc(OCC(=O)NNC(=O)CCc2ccccc2)cc1	3.8	-4.3	-2.1	3.5	-1.2	1.8	4.0	-0.9	1.6
Fc1ccc(-c2nc3ccccc3c3nc4ccccc4n23)cc1	-1.3	5.5	3.0	-1.9	3.5	3.8	6.2	5.5	1.4
N#CC1=C(N)Nc2nc3ccccc3n2C1c1ccc(F)cc1 (centres undefined)	4.8	-10.1	2.2	1.0	6.6	-3.1	-1.3	-1.4	-3.4
O=C(Cc1ccc(Cl)cc1)OCC(=O)c1ccc[nH]1	10.7	3.8	nt	-2.4	5.9	0.1	14.6	4.9	1.7
CC(C)c1cc(NCCCN2CCOCC2)n2c(nc3ccccc32)c1C#N	-2.5	-4.2	-1.5	5.0	0.3	-3.5	2.2	8.9	-1.3
CCOC(=O)[C@@H]1[C@H]2COc3ccc(Br)cc3[C@H]2N2C(=O)N(c3ccc(C(F)(F)F)cc3)C(=O)[C@]12C	1.6	nt	nt	-110.1	7.8	3.6	-5.4	nt	nt
NNc1nc(-c2ccccc2Cl)c2cc(Br)ccc2n1	3.0	-21.2	0.5	5.7	7.3	1.0	5.7	-6.7	-5.9
Cc1ccc(Nc2nc(N)nc(CN3CCN(c4ccccc4F)CC3)n2)cc1	0.8	0.9	-5.8	9.1	3.0	2.7	3.5	-2.7	1.6
CCCCc1c(C)c(C#N)c2[nH]c3ccccc3n2c1=O	8.5	14.6	-142.3	-3.0	6.9	-6.1	10.1	3.7	5.6
N#Cc1c(C(F)(F)F)cc(-c2ccccc2)nc1SCC(=O)Nc1sc2c(c1C#N)CCC2	6.5	0.1	-0.9	6.7	4.6	-9.5	5.8	3.9	1.7
CCOC(=O)c1cnn(Cc2ccc(C)cc2)c1N	1.3	-7.5	5.9	-2.3	4.8	-3.0	-2.5	-1.8	0.2
COc1ccc(S(=O)(=O)N(C)CC(=O)NCCN2CCOCC2)cc1	6.4	-2.8	4.7	0.6	8.5	1.5	3.8	2.7	0.6
N/C(=N\OC(=O)N1CCOCC1)c1ccccc1	0.6	-6.7	-1.6	-0.9	25.0	1.8	4.5	-1.1	0.4
CCCCCCCCN=C1NC(=O)CS1	-0.4	-10.1	0.2	13.2	2.9	-2.5	7.0	1.1	-0.7

Other compounds:
SMILES	pPAFAH FP inh	PME-1 primary	GSTO1 counter	PREPL inhibitor	PAFAH1B3 FP inh	PAD4 FP inh	PAFAH1B2 FP inh	LYPLA2 counter	LYPLA1 inh
CN(C)S(=O)(=O)c1ccc(NC(=O)COC(=O)Cn2[nH]c(=O)c3ccccc3c2=O)cc1	-2.7	-2.6	-7.5	-13.8	4.7	-0.4	1.3	1.0	0.3
Cc1cc(C(=O)N/N=C/c2cc([N+](=O)[O-])ccc2O)c2ccccc2n1	6.2	-4.6	1.3	-4.0	5.0	-2.5	-2.7	-2.5	-1.6
NC(=O)c1cccnc1Nc1ccccc1Cl	4.1	-0.3	-0.3	-0.9	2.0	-1.5	-1.1	5.6	2.6
COc1cc(-c2nc(-c3cccnc3)no2)cc(OC)c1OC	40.1*	-2.0	2.4	6.6	7.1	-4.8	7.3	2.6	-0.5
CCCCn1cnc2c(cnn2-c2ccc(F)cc2)c1=O	1.8	2.3	5.4	11.2	12.9	1.6	-0.5	-3.0	0.8
NS(=O)(=O)c1ccc(NC(=S)NCc2ccccc2Cl)cc1	1.9	-2.7	-2.5	-13.3	1.8	-1.3	2.0	-4.3	-5.1
COc1ccc(OCCCC(=O)Nc2nnc(C3CCCO3)s2)cc1 (centres undefined)	14.0	-2.5	4.0	4.3	-3.3	-0.2	0.9	7.5	3.3
Cc1cc(C(=O)Nc2cccc3c2O[C@@H](CN(C)S(C)(=O)=O)[C@H](C)CN([C@@H](C)CO)C3=O)n(C)n1	1.8	nt	nt	5.6	10.2	0.4	6.5	nt	nt
O=C(Nc1nnc(-c2ccc(F)cc2)o1)c1ccc(S(=O)(=O)N2CCOCC2)cc1	-4.5	-0.5	3.2	2.1	6.8	0.0	6.0	1.6	1.4
CCOC(=O)/C(C(=O)Nc1ccccc1Cl)=C1/NC(C)(C)Cc2ccccc21	1.3	0.1	-2.1	4.0	-4.3	7.2	8.2	7.1	1.8
CN(C)Cc1c(O)ccc2c(=O)c(-c3ccc(Cl)cc3)coc12	8.1	0.1	-0.1	3.5	7.0	-2.5	2.9	7.3	1.7
CCc1ccc2[nH]c3nc(N/N=C/c4cccc(O)c4)nnc3c2c1	18.9	-76.6	4.6	10.7	-0.9	1.5	0.0	-8.6	-9.9
CC(C)CNC(=S)N1CCC(C(=O)c2ccc(F)cc2)CC1	-5.7	-1.6	-4.4	-10.4	6.6	-2.5	4.0	0.5	3.2
COc1ccc(NS(=O)(=O)c2cc3c4c(c2)C(C)C(=O)N4CCC3)cc1 (centres undefined)	9.9	8.8	12.5	-0.5	5.7	0.3	4.2	-0.2	-2.4
CC(=O)c1ccc(NC(=S)NC(C)c2ccc(Cl)cc2Cl)cc1 (centres undefined)	-22.4	-39.4	-41.5	-1.8	-11.5	-3.1	0.0	-59.1	-33.9
Cc1nc(C(=O)N2CCC(n3nccc3NC(=O)Nc3ccccc3Cl)CC2)cs1	1.9	0.3	3.8	7.9	5.0	-2.2	2.3	-1.2	0.9
